HSF1 inh = HSF1 inhibition. NIH3T3-HGL HSE-luciferase, MG132-induced, luminescence 8 h; hits give low values. activity change, negative = inhibition, % at 7.5 µM (by protocol). actives 0.77% (n = 300,000). AID 2098;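 active means more than half of replicate wells show activity change below -50%, luminescence cut by over half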;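 further: luciferase reports HSF-1 transcriptional activity via heat shock element; 0% = median of DMSO wells and -100% = zero luminescence signal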
KLF5 inhibitor = suppresses KLF5 promoter-driven expression; DLD-1 KLF5 promoter-luciferase reporter, luminescence; inhibition, % at 5 µM; actives 0.23% (n = 290,000);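 active means inhibition above a per-plate limit of that plate's mean compound inhibition plus 3 SD, cut at about 60% in these data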;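 further: 0% = DMSO wells and 100% = LY294002 at 200 µM; higher means less KLF5 promoter-driven luciferase light; inactives centre near -14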
aSyn 5UTR inh = MLPCN primary screen, SNCA 5' untranslated region; alpha-synuclein 5'UTR reporter, inhibitor activity; inhibition, % (tested at 7.5 µM); actives 0.82% (n = 300,000); in the data active means inhibition above about 60%;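 further: H4 neuroglioblastoma cells stably carrying SNCA 5'UTR luciferase fusion; 0% = DMSO wells and 100% = positive control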
PolyA inhibitor = yeast polyadenylation inhibition | actives 0.02% (n = 300,000) | calls only at 12 µM | S. cerevisiae SKY197-pL101 polyadenylation reporter, beta-gal luminescence; efflux-impaired pdr1/pdr3 knockout yeast; score 100 = 6 SD above DMSO;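 active means lowest replicate activity score at least 50, where 100 means six control SD above control mean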;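 further: yeast exposed to compound for 9 h at 30 °C; higher score means more reporter readthrough which indicates perturbed polyadenylation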
HSP90 inh = blocks HSP90-mediated luciferase refolding in reticulocyte lysate; Rabbit reticulocyte lysate, luciferase refolding luminescence, 3 h; inhibition, % at 5.6 µM; actives 0.91% (n = 290,000);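 active means inhibition above the screen-wide mean plus 3 SD, computed separately per campaign, cut at about 16% in these data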;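 further: 0% = DMSO wells and 100% = 60 µM geldanamycin wells; inhibitors lower the luminescence because luciferase stays unfolded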
GSK3 alpha inh = human GSK-3 alpha kinase inhibition; P49840; ADP-Glo luminescence, 60 min; inhibition, % at 10 µM; actives 0.1% (n = 320,000);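 in the data active means inhibition above about 50%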;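 further: GST-tagged GSK-3 alpha with peptide substrate and 25 µM ATP; 0% = DMSO neutral wells and 100% = GW8510 positive control wells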
Target sequence (P49840 whole entry, looked up): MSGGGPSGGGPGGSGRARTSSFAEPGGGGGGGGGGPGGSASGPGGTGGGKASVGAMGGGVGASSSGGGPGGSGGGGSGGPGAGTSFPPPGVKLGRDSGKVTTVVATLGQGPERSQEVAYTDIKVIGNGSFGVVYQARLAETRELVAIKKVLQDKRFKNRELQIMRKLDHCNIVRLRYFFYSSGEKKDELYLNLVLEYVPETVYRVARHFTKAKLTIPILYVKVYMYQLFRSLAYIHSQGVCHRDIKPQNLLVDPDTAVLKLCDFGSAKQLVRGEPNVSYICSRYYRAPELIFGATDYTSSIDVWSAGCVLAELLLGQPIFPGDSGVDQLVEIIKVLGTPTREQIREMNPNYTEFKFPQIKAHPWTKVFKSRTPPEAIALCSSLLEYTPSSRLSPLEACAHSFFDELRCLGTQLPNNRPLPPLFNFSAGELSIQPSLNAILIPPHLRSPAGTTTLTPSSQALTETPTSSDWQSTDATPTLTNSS
GSK3beta inhib = blocks human GSK3beta kinase activity | GST-GSK3beta kinase, ADP-Glo luminescence, 60 min; hits give low values | actives 0.038% (n = 300,000) | P49841 | activity score (negative = inhibition), % at 10 µM;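 active means more than half of replicate wells score below -50%, meaning over 50% inhibition versus plate controls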;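 further: 0% = median DMSO wells and -100% = median GW8510 positive control wells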
Target sequence (P49841 whole entry, looked up): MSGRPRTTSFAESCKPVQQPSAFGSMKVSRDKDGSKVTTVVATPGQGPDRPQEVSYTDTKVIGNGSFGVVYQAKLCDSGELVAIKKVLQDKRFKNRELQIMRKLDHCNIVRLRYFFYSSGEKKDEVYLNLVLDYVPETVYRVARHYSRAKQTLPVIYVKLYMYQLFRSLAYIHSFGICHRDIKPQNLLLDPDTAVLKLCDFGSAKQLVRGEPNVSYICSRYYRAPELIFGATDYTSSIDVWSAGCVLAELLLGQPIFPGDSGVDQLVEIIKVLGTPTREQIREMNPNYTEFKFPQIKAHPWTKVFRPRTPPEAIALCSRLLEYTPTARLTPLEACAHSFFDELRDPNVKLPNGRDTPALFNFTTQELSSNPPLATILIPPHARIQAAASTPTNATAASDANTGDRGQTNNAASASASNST
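test system = GST-tagged human GSK3beta kinase, cell-free | reagent = 25 µM ATP with peptide substrate | dosing = one dose of 10 µM per compound | schedule = 60 min reaction, RT | detection = luminescent ADP-Glo measurement of ADP formed | control set = DMSO neutral wells and GW8510 at 20 µM as positive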
HSF-1 act = increases HSF-1 driven luciferase reporter signal | activation, % at 9 µM | NIH3T3-HGL HSF-1 luciferase reporter, MG132, 8 h; 100% = twice DMSO control signal | actives 1.7% (n = 300,000);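 active means mean replicate activation of at least 50% with a set share of replicates each reaching 50%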;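 further: 0% = median of the neutral control wells and 100% = twice that signal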
AI-2 QS mod = Vibrio harveyi AI-2 quorum sensing modulation; Vibrio harveyi JMH597 AI-2 luminescence/OD600 ratio, 9 h; hits give low values; strain lacks LuxN and CqsS sensors; 0 = neutral-control median; activity change, % at 7.5 µM; actives 0.4% (n = 300,000); AID 2094; in the data active means activity change below about -75%, passing the limit was not always enough;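 further: luminescence divided by OD600 gain over 9 h not by final OD600 alone; inactives centre near 13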
IEC-6 cytotox = counter-screen for KLF5 inhibitors: cytotoxicity in IEC-6 cells | IEC-6 cytotoxicity, luminescence viability | inhibition, % at 5 µM | actives 0.78% (n = 290,000); in the data active means inhibition above about 22%;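 further: 0% = plate median of test compound wells and 100% = cytotoxic reference compound wells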
An asterisk follows results filed as active; i = inactive; . = not tested or not shown. A portion of the library; count on the stated rates, not on these rows.

item	compound	HSF1 inh	KLF5 inhibitor	aSyn 5UTR inh	PolyA inhibitor	HSP90 inh
1	COc1cc(C(=O)Nc2ccc3c(c2)N(C(=O)CCN(C)C)c2ccccc2CC3)cc(OC)c1OC	8	-39	2	i	-1
2	O=C(CCSc1nnc2scc(-c3ccccc3)n12)Nc1nc(-c2ccccc2)ns1	2	-24	3	i	-1
3	CC(=O)N1c2ccc(S(=O)(=O)N3CCCC(C(=O)N4CCC(C)CC4)C3)cc2CC1C (stereo unspecified)	4	-34	14	i	3
4	CC(=O)c1cnc(Nc2cccc(Cl)c2Cl)s1	6	-96	-92	i	-3
5	CCn1ccc(C(=O)Nc2ccsc2C(=O)OC)n1	-9	7	1	i	-2
6	C/C(=N\Nc1nc(N)cc(Cl)n1)c1cccc([N+](=O)[O-])c1	-5	-33	-35	i	-3
7	O=C(CCc1ccccc1)NCCSc1ccccc1	22	-65	-38	i	2
8	COc1ccc([N+](=O)[O-])cc1NC(=O)C(C)OC(=O)CN1C(=O)C2CC=CCC2C1=O (stereo unspecified)	-3	.	0	i	.
9	Cc1nnc(SCC2=C(C(=O)O)N3C(=O)C(NC(=O)Cn4nc(C)c(Cl)c4C)C3SC2)s1 (stereo unspecified)	3	7	-3	i	1
10	C=C[C@]1(C)C=C2CCC3[C@](C)(CCC[C@@]3(C)C(=O)O)C2CC1 (stereo partly specified)	5	.	-4	i	.
11	CCOC(=O)c1c(N)nn(C(=O)c2ccccc2)c1-c1ccccc1	15	-4	11	i	-1
12	Cc1ccccc1-n1nc2c(c1NC(=O)C1CCCC1)CS(=O)(=O)C2	-7	-9	31	i	-3
13	O=S(=O)(c1cccc(C(F)(F)F)c1)N1CCN(C(=S)NC2CC2)CC1	7	-12	30	i	0
14	COC(=O)c1c(NC(=O)CN2CCCc3ccccc32)sc(C)c1C	17	-34	-18	i	-1
15	Cc1c(NC(=O)c2ccc(Cl)s2)c(=O)n(-c2ccccc2)n1C	-2	-48	2	i	8

item	GSK3 alpha inh	GSK3beta inhib	HSF-1 act	AI-2 QS mod	IEC-6 cytotox
1	-2	-3	12	25	8
2	1	-1	1	27	-5
3	-1	1	10	31	10
4	1	1	9	0	-1
5	29	-2	-13	14	3
6	3	2	20	20	-4
7	3	-8	39	-16	-3
8	-1	1	-15	21	.
9	0	1	-1	24	0
10	-6	3	4	51	.
11	.	2	34	15	-4
12	0	1	9	3	-4
13	-1	-4	40	17	7
14	.	-22	30	4	-1
15	1	2	25	12	-7

Another view of part of the listing above.
Sequence of screens: HSF1 inh, KLF5 inhibitor, aSyn 5UTR inh, PolyA inhibitor, HSP90 inh, GSK3 alpha inh, GSK3beta inhib, HSF-1 act, AI-2 QS mod, IEC-6 cytotox
(9) Cc1nnc(SCC2=C(C(=O)O)N3C(=O)C(NC(=O)Cn4nc(C)c(Cl)c4C)C3SC2)s1 (stereo unspecified)
  3, 7, -3, i, 1, 0, 1, -1, 24, 0
(10) C=C[C@]1(C)C=C2CCC3[C@](C)(CCC[C@@]3(C)C(=O)O)C2CC1 (stereo partly specified)
  5, ., -4, i, ., -6, 3, 4, 51, .
(6) C/C(=N\Nc1nc(N)cc(Cl)n1)c1cccc([N+](=O)[O-])c1
  -5, -33, -35, i, -3, 3, 2, 20, 20, -4
(1) COc1cc(C(=O)Nc2ccc3c(c2)N(C(=O)CCN(C)C)c2ccccc2CC3)cc(OC)c1OC
  8, -39, 2, i, -1, -2, -3, 12, 25, 8
(14) COC(=O)c1c(NC(=O)CN2CCCc3ccccc32)sc(C)c1C
  17, -34, -18, i, -1, ., -22, 30, 4, -1

Next structures follow.
item	compound	HSF1 inh	KLF5 inhibitor	aSyn 5UTR inh	PolyA inhibitor	HSP90 inh
16	O=C(CCN1CCOCC1)Nc1ccc(F)cc1	-8	-15	12	i	4
17	CCc1nnc(SCc2ccc(OC)c(Br)c2)n1N	-2	-14	-25	i	-1
18	CN1C(=O)Cc2cc(S(=O)(=O)NCc3cccs3)ccc21	-3	-19	-30	i	2
19	Cc1ccc(C(=O)NC(Cc2c[nH]c3ccccc23)C(=O)O)o1 (stereo unspecified)	-12	-42	9	i	0
20	CCC1Oc2ccc(C)cc2N(CC(=O)NCc2cccc(OC)c2)C1=O (stereo unspecified)	-26	-10	-8	.	-1
21	N#CC1(C#N)C(C(N)=O)C1c1ccccc1 (stereo unspecified)	-20	-5	-8	i	2
22	CS(=O)(=O)Nc1cccc(-c2cn3ccccc3n2)c1	.	-46	.	i	-1
23	CC#CC(=O)NCC1(N(C)Cc2ccccc2)Cc2ccccc2C1	-18	6	10	i	-1
24	O=C(c1ccc(Cl)cc1)C1CCCN(C(=O)/C=C/c2ccccn2)C1 (stereo unspecified)	10	-34	15	i	-3
25	CCN(CCN(C)C)C(=O)C1CCN(S(=O)(=O)c2c(C)noc2/C=C/c2ccccc2F)CC1	0	-31	2	i	-4
26	Cc1ccc(S(=O)(=O)/N=C(/c2ccc(F)cc2)N(C)C)cc1	7	-18	-15	i	-3
27	O=C(CSc1nnc(NC(=O)c2c(F)cccc2F)s1)Nc1ccc(F)cc1	-3	3	-47	i	-1
28	COc1cc(N(C)C)c([N+](=O)[O-])cc1C(=O)N1CCN(Cc2ccccc2)CC1	-18	-24	30	i	1
29	O=C(c1cc2sccc2n1Cc1ccc(F)cc1)N1CCN(c2nc3ccccc3s2)CC1	1	7	-3	i	8
30	CCOC(=O)c1ccc(NC(=O)CSc2nnc(CNc3ccc(C)cc3)n2C)cc1	-6	11	8	i	-2

item	GSK3 alpha inh	GSK3beta inhib	HSF-1 act	AI-2 QS mod	IEC-6 cytotox
16	-4	.	5	.	-1
17	4	1	23	5	6
18	-2	1	4	48	3
19	-2	1	-23	25	-1
20	0	2	-44	7	2
21	2	1	-15	20	-3
22	3	-1	.	9	5
23	-5	2	-7	6	-1
24	1	3	38	12	-9
25	3	-5	31	-5	7
26	-2	1	0	21	11
27	-1	-4	30	17	-2
28	-1	3	-17	10	2
29	4	-4	-6	12	-4
30	-2	-2	-12	20	1

Rewritten bar-delimited: entries from further up.
nr | smiles | HSF1 inh | KLF5 inhibitor | aSyn 5UTR inh | PolyA inhibitor | HSP90 inh | GSK3 alpha inh | GSK3beta inhib | HSF-1 act | AI-2 QS mod | IEC-6 cytotox
29 | O=C(c1cc2sccc2n1Cc1ccc(F)cc1)N1CCN(c2nc3ccccc3s2)CC1 | 1 | 7 | -3 | i | 8 | 4 | -4 | -6 | 12 | -4
30 | CCOC(=O)c1ccc(NC(=O)CSc2nnc(CNc3ccc(C)cc3)n2C)cc1 | -6 | 11 | 8 | i | -2 | -2 | -2 | -12 | 20 | 1

(next part)
item	compound	HSF1 inh	KLF5 inhibitor	aSyn 5UTR inh	PolyA inhibitor	HSP90 inh
31	CCC(=O)c1cc2c(C)cc(=O)oc2c(C)c1OC(C)=O	-3	6	35	i	-3
32	CN(C)C(=O)c1cc(Br)ccc1Cl	4	-9	-10	i	1
33	CCN(CC)S(=O)(=O)c1cccc(NC(=O)COc2ccc(Cl)cc2Br)c1	0	-17	12	i	4
34	COC(=O)c1c(NC(=O)COC(=O)Cn2cnc3ccccc32)sc(C)c1C	-4	-2	-2	i	1
35	CCn1c(=O)cc(OCC(=O)NCCC(C)C)c2ccccc21	-2	-13	-11	i	2
36	CCCC(=O)Nc1ccc(NC(=O)CCc2ccccc2)cn1	-6	-29	4	.	-3
37	COc1ccc(N(CC(=O)N2CCN(C)CC2)S(C)(=O)=O)cc1OC	-2	-42	-7	i	-2
38	N#Cc1c(C(F)(F)F)cc(-c2ccccc2)nc1SCC(=O)Nc1sc2c(c1C#N)CCC2	-2	-20	18	i	-2
39	COc1ccc(OCCSc2nnc(CCNC(=O)c3ccc(Cl)c(Cl)c3)n2C)cc1	20	4	19	i	0
40	CC#CCc1cc2ccccc2c(=O)o1	-5	.	-45	i	.
41	O=C(Nc1nccs1)C1CC(=O)N(Cc2ccco2)C1 (stereo unspecified)	4	-14	-29	i	1
42	CCCN(CC(=O)c1cc(C)n(C)c1C)S(=O)(=O)c1cccc(C(F)(F)F)c1	15	7	2	i	6
43	Cc1cccc(NCc2ccc([N+](=O)[O-])s2)c1	3	-29	2	i	-2
44	CC(NC(=O)NC1CCCCC1)C(c1cccs1)N1CCN(C)CC1 (stereo unspecified)	-10	18	-25	i	-2
45	Cc1ccc2nc(SCC(=O)Nc3nonc3N)[nH]c2c1	1	1	-20	i	2

item	GSK3 alpha inh	GSK3beta inhib	HSF-1 act	AI-2 QS mod	IEC-6 cytotox
31	3	1	-15	9	1
32	-6	5	40	7	-3
33	-2	-26	-7	33	-2
34	-18	-2	11	11	11
35	-2	1	7	10	5
36	0	-1	-9	17	2
37	1	-3	7	12	-2
38	2	-4	-17	20	3
39	-2	-1	9	-6	0
40	0	0	-5	1	.
41	6	0	5	24	-1
42	-6	0	11	28	1
43	-4	0	27	-14	3
44	-1	1	-23	12	4
45	2	1	-2	6	-4

Next section
item	compound	HSF1 inh	KLF5 inhibitor	aSyn 5UTR inh	PolyA inhibitor	HSP90 inh
46	CN1CCN(CCCn2cnc3c(=O)oc4ccccc4c32)CC1	-6	-9	-17	i	2
47	COc1ccc([N+](=O)[O-])c(OC)c1C(=O)NC(=O)Nc1nc(C)cc(C)n1	.	-13	.	i	-1
48	COc1cc(C(C)=O)ccc1OCc1cc(C(=O)N2CCSCC2)no1	1	-15	-45	i	-1
49	Fc1nc(N2CCCC2)c(F)c(Oc2ccccc2Oc2c(F)c(F)nc(N3CCCC3)c2F)c1F	-8	-46	-7	.	4
50	O=C(N/N=C/c1cccc([N+](=O)[O-])c1)C1COc2ccccc2O1 (stereo unspecified)	12	-41	-47	i	2
51	CCN(CC)c1ccc(CNc2nc3ccccc3n2CCN2CCOCC2)cc1	-60*	-43	7	i	4
52	NC(=S)N=Nc1c(O)[nH]c2ccccc12	-2	-40	24	i	1
53	CC(C)(C)c1ccc(-n2ncc3c2CCCC3NC(=O)C2=NNC(=O)CC2)cc1 (stereo unspecified)	3	-18	4	i	-4
54	CCN(CC(=O)Nc1ccc(N2CCOCC2)cc1)C(=O)c1ccc(C(F)(F)F)cc1	2	-8	19	i	0
55	O=C(COc1ccc(Cl)cc1Cl)NNC(=O)c1cccnc1	2	-12	-32	i	3
56	CCn1cc(CN2CCC(n3nccc3NC(=O)Cc3ccccc3)CC2)c(C)n1	-4	-9	-7	i	5
57	CC(=O)Nc1cccc(C2=CC(c3ccco3)n3ncnc3N2)c1 (stereo unspecified)	3	-12	14	i	-3
58	[N-]=C=C1C(=S)NC(=O)[C@H]([n+]2ccccc2)[C@H]1c1ccc(Cl)cc1	-12	-21	3	i	3

item	GSK3 alpha inh	GSK3beta inhib	HSF-1 act	AI-2 QS mod	IEC-6 cytotox
46	-1	4	-8	35	1
47	-4	-1	.	30	-3
48	-1	1	7	30	-4
49	0	3	-6	10	-7
50	-39	19	22	-2	-2
51	-3	0	-72	9	6
52	.	2	-8	21	0
53	0	2	-5	44	2
54	.	-2	-3	2	-3
55	-1	-1	-2	10	4
56	-2	-9	16	-3	0
57	2	-3	0	3	-9
58	0	0	6	38	-4
